Peg3 promoter: inhibitors of Peg3 promoter | AID 588405 | HeLa PEG-Prom luciferase reporter, luminescence, overnight | 360,000 tested, 1.7% active | inhibition, % at 20 µM;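 active means inhibition of at least 50% at 20 µM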
TRAIL sens C8: sensitizes caspase-8 expressing cells to TRAIL; NB7+C8 cells + TRAIL, ATPlite viability luminescence; inhibition (viability loss, TRAIL sensitization), % at 10 µM; 360,000 tested, 1% active; AID 624354;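 active means compounds causing at least 50% loss of cell viability in the single-dose screen, relative to plate controls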
HIF-2a inh: HIF-2a inhibition; 360,000 tested, 0.72% active; AID 624352; inhibition, % at 18.8 µM; 786-0 RCC cells HIF-2a reporter, luciferase luminescence, overnight;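 active means inhibition of the luminescence signal of 40% or more relative to plate controls, in a single-dose primary screen at 18.75 µM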
TROY NFkB inh: inhibitors of TROY-dependent NF-kB signaling | AID 1347056 | 360,000 tested, 0.98% active | Q293 LMP1-TROYcd NF-kB luciferase reporter, 4 h | inhibition, % at 10 µM;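 active means compounds whose plate-normalised and pattern-corrected inhibition of the luciferase reporter signal at the single screening dose is 50% or more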
TWEAK-Fn14 inh: inhibitors of TWEAK-Fn14 interaction signaling; TWEAK-stimulated Fn14 reporter cells, luciferase luminescence, 8 h; inhibition, % at 10 µM; 360,000 tested, 2% active; in the data active means inhibition above about 50%
NR2E3 ag-1: agonists of human NR2E3 nuclear receptor; Q9Y5X4; CHO-S Gal4-NCOR/VP16-NR2E3 two-hybrid, luciferase; inhibition of corepressor binding, % at 3.98 µM; 360,000 tested, 0.35% active; AID 602229;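 active means inhibition above the mean of all tested compounds plus 3 SD, cut at about 70% in these data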;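 further: 0% = DMSO with NR2E3 transfected cells and 100% = cells lacking NR2E3 construct; higher means lower luciferase signal from less NR2E3 corepressor binding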
Target sequence (Q9Y5X4 whole entry, looked up, the tested form may be a part): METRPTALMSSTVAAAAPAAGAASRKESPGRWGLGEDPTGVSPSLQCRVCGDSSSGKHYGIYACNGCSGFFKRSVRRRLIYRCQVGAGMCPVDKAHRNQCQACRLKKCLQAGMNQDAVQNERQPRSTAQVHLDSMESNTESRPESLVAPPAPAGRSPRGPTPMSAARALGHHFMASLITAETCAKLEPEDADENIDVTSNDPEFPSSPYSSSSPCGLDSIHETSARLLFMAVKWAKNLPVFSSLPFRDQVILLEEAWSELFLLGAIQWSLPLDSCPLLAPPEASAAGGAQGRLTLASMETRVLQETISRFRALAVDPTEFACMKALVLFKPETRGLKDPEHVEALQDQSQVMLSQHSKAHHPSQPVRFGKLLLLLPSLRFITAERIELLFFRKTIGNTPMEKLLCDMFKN
Shn3 inh set2: inhibitors of Schnurri-3 3'UTR reporter in osteoblasts; 360,000 tested, 0.52% active; AID 588674; Clone20 osteoblast Shn3 3'UTR firefly luciferase, 24 h; inhibition, % at 12.5 µM;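 active means mean inhibition of at least 75% with every replicate also reaching 75%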;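 further: 0% = median of neutral control wells and 100% = pilot-screen positive control compound; some compounds past the cut are filed as inactive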
CF NFkB inh: cystic fibrosis NF-kB activation inhibition. AID 588850. inhibition, % at 5 µM. KKLEB NF-kB-GFP reporter, PAF-induced, GFP fluorescence overnight. 360,000 tested, 0.86% active;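 active means at least 50% inhibition at 5 µM, scaled per plate between neutral and stimulator controls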;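 further: PAF is a Pseudomonas aeruginosa culture filtrate used as stimulus; plate controls were PAF-stimulated DMSO wells for no effect and unstimulated DMSO wells for full effect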
KKLEB tox: reduces viability of KKLEB cystic fibrosis airway cells; activity change (cytotoxicity), % at 5 µM; 360,000 tested, 0.36% active; KKLEB CF airway cells viability, ATPlite luminescence, overnight; hits give low values; cells stimulated with P. aeruginosa culture filtrate;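 active means corrected activity change at or below -50% at 5 µM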
NR2E3 ag-2: NR2E3 (human) agonism. inhibition of corepressor binding, % at 4.78 µM. GST-NR2E3/biotin-RetCOR TR-FRET, 1536-well. Q9Y5X4. 320,000 tested, 0.12% active. AID 2300;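 active means percent inhibition above the cutoff of mean plus 3 SD of all tested compounds, set per screening campaign, cut at about 20% in these data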;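 further: 0% = DMSO wells and 100% = biotin wells as full block of FRET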
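Material: NR2E3–RetCOR corepressor complex / Amount: 1.35 nM GST-NR2E3 / Medium: Tris pH 7.5 / Compound: single nominal compound dose of 4.8 µM / Incubation: 5 h at 4 °C / Technique: TR-FRET, Eu(K)-anti-GST donor, streptavidin-D2 acceptor, ex 340, em 617/671 nm / Read-out basis: percent loss of FRET ratio relative to control wells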
MITF TRPM1 inh: MITF TRPM1 promoter inhibition in SK-MEL-5 cells | 330,000 tested, 0.83% active | inhibition, % at 12.5 µM | AID 488899 | SK-MEL-5 TRPM1 promoter luciferase, 24 h;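 active means mean inhibition across replicates of 60% or more, whatever share of single replicates reaches that level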; further: values of inactives mirror those of a sister screen read the other way
* marks the source's active call; other numbers are inactive results; x = no result given. Some of the compounds tested (hit frequency here may not be typical).

SMILES	Peg3 promoter	TRAIL sens C8	HIF-2a inh	TROY NFkB inh	TWEAK-Fn14 inh	NR2E3 ag-1	Shn3 inh set2	CF NFkB inh	KKLEB tox	NR2E3 ag-2	MITF TRPM1 inh
CCCCNC(=O)C(=O)NC(C)CCc1ccccc1 (stereo not drawn)	-5	-3	1	-11	-1	-15	6	-5	10	-1	-3
O=C(c1ccc(CNc2c(N3CCCC3)c(=O)c2=O)cc1)N1CCN(C2CCCCC2)CC1	20	15	13	8	3	22	1	-2	-6	1	x
COc1ccc(C2N(c3ccc(Cl)cc3)N=C(C(C)=O)N(C)N2C(C)=O)cc1 (stereo not drawn)	21	4	21	11	-1	-2	-2	9	-14	2	7
O=C(O)c1ccc(Sc2nnnn2-c2ccccc2)c([N+](=O)[O-])c1	-2	4	9	-4	10	12	3	4	-8	3	2
CCOC(=O)c1c(C)[nH]c(C(=O)/C(C#N)=C/c2ccc(OC(F)F)c(OC)c2)c1C	30	-1	20	11	-19	8	11	-10	-1	-2	-9
N#Cc1c(-c2ccccc2)nc(SCC(=O)Nc2nnc(C(F)(F)F)s2)[nH]c1=O	-1	-2	5	-4	-6	3	6	0	1	16	6
CCCCC(OC(=O)c1ccco1)C(=O)NCc1ccc(C)cc1 (stereo not drawn)	-8	-2	-10	-5	2	-14	-29	-5	11	3	9
CC1(C)c2[nH]c3ccccc3c2C[C@H]2C(=O)N(N)CC(=O)N21	2	-5	15	-2	10	-26	-3	4	-1	-3	8
CCCCn1c(N)c(N(CCC(C)C)C(=O)CSc2nc3ccccc3n2C)c(=O)[nH]c1=O	-6	-5	10	-4	12	6	4	15	-5	x	3
C[C@]1(C(=O)NCCCNc2ncc(C(F)(F)F)cc2Cl)C=C[C@@H](Cc2ccccc2)N1C(=O)c1ccccc1	8	3	-4	-4	-1	-18	-21	34	-10	0	0
O=C(CSc1nc2c(sc3ccccc32)c(=O)n1CCCN1CCCC1)NCc1ccccc1	45	-2	-1	-1	-6	-11	-10	4	-18	1	8
Cn1cccc1C(=O)NC(=O)COC(=O)CC12CC3CC(CC(Br)(C3)C1)C2	0	0	-1	37	-4	1	19	2	0	2	13
O=C(CN1C(=O)CCSc2ccccc21)Nc1ccc2c(c1)OCCO2	6	6	-1	12	12	-10	10	5	2	-7	-4
CCOc1ccc(N/C(SC)=C(/C#N)C(N)=O)cc1	7	-2	-51	-5	8	-3	-9	-3	0	2	11
CCOC(=O)C1CCCN(C(=O)COc2ccccc2O)C1 (stereo not drawn)	15	-6	4	18	-9	-9	7	-6	-1	-1	-6
CC(=O)Nc1nc2ccccc2n1CCN(C)C	7	-6	14	12	11	0	11	0	14	1	-10
O=C(Nc1ccc2c(c1)OCO2)C1CC(=O)N(c2ccc3c(c2)OCCO3)C1 (stereo not drawn)	9	-2	-7	3	30	3	14	18	-16	1	-20
C=C1c2cccc(OC)c2O[C@H](C(=O)OCC)[C@@H]1CCCCCC	-10	-13	2	-16	5	-24	-15	9	5	x	-3
COc1ccc(OC)c(C(=O)CSc2nnc(C3CC3)n2C2CC2)c1	6	-9	10	5	-15	-13	9	-6	3	x	x
Cc1cnc(CN2CCCC(C(=O)c3ccc4c5c(cccc35)CC4)C2)[nH]1 (stereo not drawn)	0	2	7	-4	3	-26	-3	13	-10	3	10
COc1cccc(-n2c(Cc3cc(=O)[nH]c(=O)[nH]3)nnc2SC(C)C)c1	0	12	16	-3	-21	-34	-13	-16	-10	1	4
CC(NC(=O)C1CCC1)c1ccc(Cl)cc1 (stereo not drawn)	7	-7	7	2	-6	-5	-26	-8	1	-2	-6
CN1CCN(CC(=O)NC23CC4CC(CC(C4)C2)C3)CC1	8	17	11	3	-19	-17	-1	-11	5	2	1
Cc1ccc(Oc2nc3ccccc3n3c(C)nnc23)c(C)c1	8	-19	16	-11	-16	-3	26	-4	6	-3	-6
Cn1nnnc1SCc1nc2scc(-c3ccccc3)c2c(=O)[nH]1	2	-13	-42	-6	0	-8	10	-6	-5	1	-1
O=C(NCc1ccc(F)cc1)c1cc2c(s1)CCCC2	-11	16	-141	-28	-20	-32	-9	-1	2	0	-11
CCOC(=O)N1CCN(C(=O)c2ccc(OC)c(OC)c2)CC1	11	3	3	-2	10	-24	-2	-1	6	5	-1
COC(=O)c1sccc1NC(=O)Nc1ccc(OC)cc1OC	7	-8	9	8	6	2	1	-1	-1	-1	20
O=C(Nc1ccc(OC(F)(F)F)cc1)c1cc(S(=O)(=O)N2CCCCC2)ccc1N1CCOCC1	1	1	2	-10	10	-11	10	6	4	x	x
CCOc1ccc2ccccc2c1/C=N/NC(=O)c1cc(C)[nH]n1	0	24	-2	2	8	-52	-2	8	1	0	-7

Complete entries, looked up by structure. Order of values: Peg3 promoter, TRAIL sens C8, HIF-2a inh, TROY NFkB inh, TWEAK-Fn14 inh, NR2E3 ag-1, Shn3 inh set2, CF NFkB inh, KKLEB tox, NR2E3 ag-2, MITF TRPM1 inh
Profile of CN1CCN(CC(=O)NC23CC4CC(CC(C4)C2)C3)CC1 = 8, 17, 11, 3, -19, -17, -1, -11, 5, 2, 1
Profile of Cc1ccc(Oc2nc3ccccc3n3c(C)nnc23)c(C)c1 = 8, -19, 16, -11, -16, -3, 26, -4, 6, -3, -6

Retrieved by compound from the entries so far (3):
SMILES	Peg3 promoter	TRAIL sens C8	HIF-2a inh	TROY NFkB inh	TWEAK-Fn14 inh	NR2E3 ag-1	Shn3 inh set2	CF NFkB inh	KKLEB tox	NR2E3 ag-2	MITF TRPM1 inh
COc1ccc(OC)c(C(=O)CSc2nnc(C3CC3)n2C2CC2)c1	6	-9	10	5	-15	-13	9	-6	3	x	x
O=C(Nc1ccc2c(c1)OCO2)C1CC(=O)N(c2ccc3c(c2)OCCO3)C1 (stereo not drawn)	9	-2	-7	3	30	3	14	18	-16	1	-20
C=C1c2cccc(OC)c2O[C@H](C(=O)OCC)[C@@H]1CCCCCC	-10	-13	2	-16	5	-24	-15	9	5	x	-3

(further entries)
SMILES	Peg3 promoter	TRAIL sens C8	HIF-2a inh	TROY NFkB inh	TWEAK-Fn14 inh	NR2E3 ag-1	Shn3 inh set2	CF NFkB inh	KKLEB tox	NR2E3 ag-2	MITF TRPM1 inh
Cc1onc(C(=O)N2C(C)CCCC2C)c1[N+](=O)[O-] (stereo not drawn)	11	-10	18	0	-11	-27	-2	5	10	-2	6
COc1cc2c(cc1NC(=O)CCCCCN1C(=O)CCC1=O)oc1ccccc12	-5	3	-11	-17	2	-9	-22	0	-1	-1	-5
Nc1nnc(CSc2ccc(Cl)cc2)s1	-32	-15	-57	x	9	-19	-6	-2	10	0	-11
O=C(Cn1cc(S(=O)(=O)Cc2cccc(F)c2)c2ccccc21)N1CCOCC1	-14	-3	0	-4	-9	-8	-8	20	-2	0	5
O=C(O)CSc1nc(-c2ccc(Cl)cc2)nc2c1oc1ccccc12	21	-11	6	4	-6	-4	6	-4	-20	0	19
CC(C)c1ccc(CC(C)C2C3=C(CCCC3=O)OC3=C2C(=O)CCC3)cc1 (stereo not drawn)	15	-3	12	-19	-16	-22	9	12	-8	2	-3
O=C(O)CCC(=O)Nc1ccc(Br)cn1	8	7	12	-17	4	-9	x	8	4	-4	1
COC(=O)c1cc(C(=O)OCC(=O)c2ccc[nH]2)cc([N+](=O)[O-])c1	3	-1	12	7	-7	-10	-17	-47	17	4	2
Cc1ccc(S(=O)(=O)N/N=C/c2cccn2-c2ccc(Cl)cc2)cc1	11	3	4	8	-4	8	3	-14	7	0	2
O=C(NNC(=O)c1ccccc1[N+](=O)[O-])c1ccc(NC(=O)c2ccccc2)cc1	15	-5	-6	1	-17	-30	-8	18	-2	3	17
COCCNC(=S)N1CCN(Cc2cccc(OC)c2)CC1	16	-7	11	7	8	1	-57	-19	28	1	15
Cc1ccc(NS(=O)(=O)c2ccc(-c3ccc(=O)[nH]n3)o2)cc1	5	7	0	-5	3	-8	-21	-9	9	5	4
Cc1cc(-c2nnc(SCC(=O)Nc3ccccc3C(F)(F)F)n2N)n[nH]1	-9	-2	0	-26	-14	-17	-7	0	-1	3	-4
Cc1ccc(C(=O)N/C(=C\c2sccc2C)C(=O)NCCCN2CCOCC2)cc1	2	8	9	6	11	-16	-12	-14	6	3	1
CCOc1ccc(-c2cc(C(=O)Nc3cccc(C(F)(F)F)c3)[nH]n2)c(C)c1	-12	7	-51	13	-6	-22	-23	4	-3	x	x
CCN1CCCC(Sc2nc3c([nH]2)c(=S)n(C)c(=O)n3C)C1 (stereo not drawn)	12	-11	2	-33	17	3	0	9	2	3	4
COc1ccc(-c2c(N)nnc3c2[nH]c2ccccc23)cc1OC	5	-10	28	-4	-4	-19	5	-23	-23	-1	6
O=C1/C(=C/c2ccccc2)N=C(N2CCOCC2)N1c1cccc(Cl)c1	20	3	26	-8	-15	-2	12	-3	21	-3	0
CC(=O)Nc1ccc(NC(=O)C2CC(=O)Nc3ncnn32)cc1 (stereo not drawn)	10	-15	9	-2	5	-13	-7	1	11	1	1
CCc1ccc(NC(=O)c2cccc(NC3=NC4CS(=O)(=O)CC4S3)c2)cc1 (stereo not drawn)	-37	6	-28	5	13	-12	-11	10	-8	4	x
Cc1ccc(S(=O)(=O)N2CCC(C)CC2)c([N+](=O)[O-])c1	17	-5	1	8	24	9	5	7	-11	3	-1

Only TRAIL sens C8 and NR2E3 ag-2, for 4 of the compounds above:
| molecule | TRAIL sens C8 | NR2E3 ag-2 |
| --- | --- | --- |
| CCN1CCCC(Sc2nc3c([nH]2)c(=S)n(C)c(=O)n3C)C1 (stereo not drawn) | -11 | 3 |
| COc1ccc(-c2c(N)nnc3c2[nH]c2ccccc23)cc1OC | -10 | -1 |
| O=C1/C(=C/c2ccccc2)N=C(N2CCOCC2)N1c1cccc(Cl)c1 | 3 | -3 |
| CC(=O)Nc1ccc(NC(=O)C2CC(=O)Nc3ncnn32)cc1 (stereo not drawn) | -15 | 1 |

An excerpt of these results, with two lines to a compound:
Value order: Peg3 promoter, TRAIL sens C8, HIF-2a inh, TROY NFkB inh, TWEAK-Fn14 inh, NR2E3 ag-1, Shn3 inh set2, CF NFkB inh, KKLEB tox, NR2E3 ag-2, MITF TRPM1 inh
- CC(=O)Nc1ccc(NC(=O)C2CC(=O)Nc3ncnn32)cc1 (stereo not drawn)
 : 10, -15, 9, -2, 5, -13, -7, 1, 11, 1, 1
- CCc1ccc(NC(=O)c2cccc(NC3=NC4CS(=O)(=O)CC4S3)c2)cc1 (stereo not drawn)
 : -37, 6, -28, 5, 13, -12, -11, 10, -8, 4, x
- Cc1ccc(S(=O)(=O)N2CCC(C)CC2)c([N+](=O)[O-])c1
 : 17, -5, 1, 8, 24, 9, 5, 7, -11, 3, -1

Screening data from PubChem BioAssay.
